NCOA3 inh: SRC3 coactivator transcriptional activity inhibitors, primary screen, cell-based, luminescence. Nuclear receptor coactivator 3 (Homo sapiens), Q9Y6Q9. HEK293 GAL4-SRC3 luciferase reporter. inhibition, % at 3.6 µM. 360,000 tested, 0.17% active. AID 588352, 2011;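 active = inhibition above a per-campaign cutoff, the mean of all compounds plus 3 SD, cut at about 60% in these data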;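 note: 0% = DMSO-treated cells and 100% = gossypol-treated cells at 36 µM; higher means less SRC3-driven luciferase light from the GAL4 reporter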
LMP1 NFkB inh: EBV LMP1-driven NF-kappaB luciferase reporter inhibitors, primary screen, cell-based, luminescence, single point; LMP1-induced NF-kappaB luciferase reporter cells; inhibition, % at 12.5 µM; 350,000 tested, 0.69% active; in the data active = inhibition above about 41%;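 note: 0% = neutral control wells and 100% = reference inhibitor control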
LRH-1 inv ag: LRH-1 (NR5A2) inverse agonists, primary screen, cell-based, luminescence, HEK293T, StAR-luciferase reporter. Nuclear receptor subfamily 5 group A member 2 (Homo sapiens), O00482. LRH-1 transfected, 24 h. inhibition, % at 3.6 µM. 360,000 tested, 0.13% active. AID 602396, 2012;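 active = inhibition above the mean inhibition of all tested compounds plus 3 SD, cut at about 73% in these data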;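 note: 0% = DMSO wells and 100% = reporter-only cells lacking LRH-1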
NR2F2 inh: NR2F2 transcriptional activity inhibitors, primary screen, cell-based, luciferase reporter, HEK293T, luminescence. COUP transcription factor 2 (Homo sapiens), P24468. HEK293T NGFI-A luciferase reporter. inhibition, % at 8.6 µM. 370,000 tested, 0.7% active;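 active = inhibition above a per-plate cutoff, mean inhibition of test wells between control levels plus 3 SD, cut at about 38% in these data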;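 note: cells cotransfected with COUP-TFII expression vector driving the NGFI-A reporter; 0% = median of COUP-TF2 test wells and 100% = reporter-only cells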
Target sequence (P24468 whole entry, looked up): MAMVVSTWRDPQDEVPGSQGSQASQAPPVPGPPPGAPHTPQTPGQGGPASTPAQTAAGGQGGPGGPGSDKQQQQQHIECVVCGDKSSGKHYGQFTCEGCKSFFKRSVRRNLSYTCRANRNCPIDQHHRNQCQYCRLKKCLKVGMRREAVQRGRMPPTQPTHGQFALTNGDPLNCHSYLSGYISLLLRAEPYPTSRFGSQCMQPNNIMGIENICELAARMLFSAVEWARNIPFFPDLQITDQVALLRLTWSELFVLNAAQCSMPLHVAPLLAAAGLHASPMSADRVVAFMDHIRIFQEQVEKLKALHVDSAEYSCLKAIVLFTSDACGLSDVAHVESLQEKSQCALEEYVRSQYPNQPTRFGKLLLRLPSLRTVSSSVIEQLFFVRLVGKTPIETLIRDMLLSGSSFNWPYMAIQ
Vif imaging: HIV Vif self-association inhibitors, primary screen, imaging, HEK293T, single point; HEK293T cells, Vif self-association by quenched fluorescence, 24 h; inhibition, % at 7.49 µM; 340,000 tested, 0.35% active; in the data active = inhibition above about 50%, passing the limit was not always enough; note: some results filed as inactive read as strong as hits
TRAIL sens C8: viability loss with TRAIL in NB7+C8 cells, primary screen, TRAIL sensitizer project, cell-based, ATPlite luminescence; 360,000 tested, 1% active; inhibition (viability loss, TRAIL sensitization), % at 10 µM;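 active = compounds causing at least 50% loss of cell viability in the single-dose screen, relative to plate controls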
SRC1 inh: SRC1 coactivator transcriptional activity inhibitors, primary screen, cell-based, luminescence; Nuclear receptor coactivator 1 (Homo sapiens), Q15788; HEK293 GAL4-SRC1 luciferase reporter; inhibition, % at 3.6 µM; 360,000 tested, 0.12% active; AID 588354, 2011;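 active = inhibition above the campaign mean plus 3 SD, with each screening campaign given its own cutoff, cut at about 60% in these data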;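 note: 0% = DMSO treated cells and 100% = gossypol at 36 µM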
TLR9-MyD88 inh: inhibitors of TLR9-MyD88 association in cells, primary screen, cell-based, CHO, BLA complementation, fluorescence; Toll-like receptor 9 (Homo sapiens) + Myeloid differentiation primary response protein …; CCF4 FRET ratio; 340,000 tested, 0.21% active; inhibition, % at 4.98 µM;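 active = inhibition above the mean over all tested compounds plus 3 SD, cut at about 21% in these data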;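 note: 0% = DMSO only wells and 100% = clavulanate BLA inhibitor control wells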
TROY signal inh: inhibitors of TROY-driven NF-kB signaling, primary screen, Q293 LMP1-TROYcd cells, NF-kB luciferase, uHTS; AID 1347056, 2019; 360,000 tested, 0.98% active; inhibition, % at 10 µM; Q293 LMP1-TROYcd NF-kB luciferase reporter, 4 h;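 active = compounds whose plate-normalised and pattern-corrected inhibition of the luciferase reporter signal at the single screening dose is 50% or more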
NCOA2 inhibitor: inhibition of GAL4-SRC2 driven luciferase reporter, primary screen, SRC2 inhibitor project, cell-based, luminescence; AID 651957, 2012; HEK293 GAL4-SRC2 luciferase reporter; 370,000 tested, 0.17% active; inhibition, % at 9 µM; Nuclear receptor coactivator 2 (Homo sapiens), Q15596;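 active = inhibition above the mean inhibition of all tested compounds plus 3 SD, set per campaign, cut at about 52% in these data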;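 note: 0% = DMSO treated cells and 100% = cells given Gossypol at 36 µM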
NOD2 RIPK2 PPI: NOD2-RIPK2 binding disruptors in cells, primary screen, fluorescence, CHO cells, BLA complementation; Receptor-interacting serine/threonine-protein kinase 2 (Homo sapiens), O43353; CCF4 ratio; inhibition, % at 4.98 µM; 360,000 tested, 0.38% active; AID 624267, 2012; in the data active = inhibition above about 21%;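 note: 0% = vehicle only and 100% = reference blocker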
Target sequence (O43353 whole entry, looked up): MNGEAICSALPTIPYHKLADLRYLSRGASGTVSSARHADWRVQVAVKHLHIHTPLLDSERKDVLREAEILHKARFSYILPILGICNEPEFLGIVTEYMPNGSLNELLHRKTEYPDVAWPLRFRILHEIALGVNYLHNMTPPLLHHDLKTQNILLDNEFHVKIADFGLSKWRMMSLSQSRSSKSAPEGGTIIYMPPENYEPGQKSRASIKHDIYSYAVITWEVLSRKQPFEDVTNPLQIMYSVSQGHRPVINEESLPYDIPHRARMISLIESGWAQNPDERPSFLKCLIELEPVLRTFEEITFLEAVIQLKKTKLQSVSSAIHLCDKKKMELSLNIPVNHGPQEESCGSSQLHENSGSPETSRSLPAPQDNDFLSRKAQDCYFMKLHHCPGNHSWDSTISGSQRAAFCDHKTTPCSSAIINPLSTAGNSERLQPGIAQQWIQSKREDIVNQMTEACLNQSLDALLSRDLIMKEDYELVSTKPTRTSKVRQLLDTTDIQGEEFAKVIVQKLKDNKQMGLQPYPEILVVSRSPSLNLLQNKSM
Starred values were filed as active, the others as inactive; . = no result given. This is a subset, so the mix of outcomes need not match the whole.

SMILES	NCOA3 inh	LMP1 NFkB inh	LRH-1 inv ag	NR2F2 inh	Vif imaging	TRAIL sens C8	SRC1 inh	TLR9-MyD88 inh	TROY signal inh	NCOA2 inhibitor	NOD2 RIPK2 PPI
Cc1ccc(NC(=O)C2CC(=O)n3ncnc3N2)cc1C (stereo not drawn)	3	-13	0	1	-7	-1	-20	1	14	4	7
CC(=O)N1CCN(c2ccc(S(=O)(=O)NCCN(C(C)C)C(C)C)cc2[N+](=O)[O-])CC1	-13	3	-2	6	-5	-10	-1	-5	7	6	0
CCC(C)CCN1C(N(C)C)=NC[C@@H]1C (stereo partly drawn)	3	8	-6	10	6	-5	-23	2	-1	0	-9
O=S(=O)(c1cnc[nH]1)N1CCN(c2ccccc2)CC1	-18	-1	-6	26	.	-9	10	0	5	22	4
O=C(O)c1ccccc1C(=O)c1ccc(N2CCCC2)c([N+](=O)[O-])c1	-14	-6	-21	0	8	0	-16	-2	-6	-17	2
O=C(COC(=O)Cn1[nH]c(=O)c2ccccc2c1=O)Nc1c(Cl)cccc1C(F)(F)F	-24	-6	16	-27	3	-7	-11	6	-7	12	0
CC(OC(=O)C1CCCC1)C(=O)Nc1ccc(S(N)(=O)=O)cc1 (stereo not drawn)	15	-4	-8	-11	-2	2	-14	2	-3	-24	-2
CCOc1ccc(C(=O)OCC(=O)N2CC(C)OC(C)C2)cc1OCC (stereo not drawn)	9	-7	-4	-11	11	-7	4	-4	-4	-3	-5
Cc1ccc(-c2cn3c(n2)CCCC3)cc1	3	-5	4	0	9	2	4	4	-9	-23	-1
S=C1SCN(CCc2ccccc2)CN1CCc1ccccc1	14	-2	-15	-5	-5	-11	-2	-2	-67	-25	17
CN=C(Nc1cc(C)nn1-c1ccccc1)c1ccc(F)cc1	-13	-9	26	1	7	-2	-15	-3	-9	5	-17
CCN(CC)CCN1C(=O)c2ccccc2NC1c1ccc(F)cc1 (stereo not drawn)	12	-3	-3	-3	3	-10	-11	-11	-5	3	6
COc1ccccc1/C=C/C=N/NC(=O)c1ccccn1	-74	-34	-140	-43	-2	7	-88	6	-32	-60	4
CC1=C(C(N)=O)C(c2sccc2C)n2nnnc2N1 (stereo not drawn)	12	-2	0	12	32	1	-13	5	-17	8	5
COc1cc(OC)c(/C=N/n2c(C3CCCCC3)n[nH]c2=S)c(OC)c1	-15	8	7	-11	-3	1	6	4	13	3	-4
COc1ccc([C@H]2N[C@]3(CCCN(Cc4ccco4)C3=O)[C@H]3C(=O)N(Cc4ccccc4)C(=O)[C@@H]23)cc1	-25	46*	1	3	.	7	-12	-6	2	4	-6
CC(NC(=O)CN1CCOCC1)c1ccccc1 (stereo not drawn)	-6	-5	10	6	-2	-7	-15	14	6	19	6
COC(=O)C1=C(C)N(C)C(C)=C(C(=O)OC)C1c1ccccn1	19	5	4	6	7	-2	-13	1	-5	3	0
COc1cc(C(O)c2nc(-c3ccc4ccccc4c3)cs2)ccc1F (stereo not drawn)	-39	.	-43	-4	-9	-16	-17	.	-10	-23	-12
Cn1c(N)c(C(=O)COC(=O)c2ccco2)c(=O)n(C)c1=O	10	-2	7	10	0	10	-1	2	10	-4	1
Cc1ccc(C2=NS(=O)(=O)N(C)C(C(=O)NC3CCCCC3)=C2)cc1	4	-2	10	-1	.	12	-5	-2	-4	1	-7
O=C(Nc1cccc(Cl)c1)N(CCCN1CCOCC1)Cc1ccccc1F	15	8	3	10	-2	18	-3	-3	-23	-1	-3
O=C(Nc1cnn(Cc2c(Cl)cccc2Cl)c1)C(c1ccccc1)c1ccccc1	25	3	-15	-4	5	2	2	-7	-5	-1	3
CCOc1ccc(N2CC(C(=O)N3CCCc4ccccc43)CC2=O)cc1 (stereo not drawn)	-16	-14	2	-1	-14	13	-1	-4	11	-27	-2
Cc1cc(NC(=O)/C=C/c2ccccc2Cl)n(-c2nc3ccccc3[nH]2)n1	-20	-12	-14	-4	-4	74*	-17	4	-77	-11	-6
Cc1oc(C(C)(C)C)cc1C(=O)Nc1ccc2c(c1)OCCO2	-56	-3	-98	-10	0	8	-70	8	-19	-42	2
COc1ccc(OC)c(NC(=S)N2CCc3ccccc3C2)c1	2	-8	-25	24	.	-11	14	3	-83	-59	-3
O=c1oc(Nc2ccccc2Cl)nc2ccccc12	-80	0	-68	-17	.	15	-68	-6	4	-31	3
N=c1oc2ccc(Cl)cc2cc1C(=O)NC1CCCCCC1	13	2	10	13	10	-4	10	7	-26	-10	2
CC(C)(C)OC(=O)NCc1ccc(NC(=O)c2nc[nH]c2C(=O)N[C@@H](Cc2ccccc2)C(=O)OC(C)(C)C)cc1	18	0	14	10	-5	40	8	7	0	-3	-12
COc1ccc2nc(Cl)c(C3CC(c4ccco4)=NN3C(=O)CCC(=O)O)cc2c1 (stereo not drawn)	14	6	8	2	-12	1	0	12	-13	-17	-1
CC(=O)CC(=O)Nc1nc(C)cc(C)n1	1	7	7	9	-1	-7	10	-2	12	-30	-4
CCn1c(C)nc2cc(C#N)ccc21	5	0	-15	9	-3	3	-5	10	4	-26	0
CCOc1ccc(C2C(C#N)=C(N)Oc3n[nH]c(C)c32)cc1OC(=O)C1CC1 (stereo not drawn)	0	-3	25	-1	-12	-22	-12	-7	10	-10	6
Cc1cc(C2C(=O)C(C(=O)c3ccc(Cl)cc3)C(=O)CC2(C)C)on1 (stereo not drawn)	-23	-7	13	5	5	-6	-14	-6	3	-14	-4
COC(=O)c1sccc1NC(=O)c1ccccc1Br	10	-2	4	-5	7	5	-8	-1	-9	28	-6
NC(=S)N/N=C/c1ccccc1OC(=O)c1cc2ccccc2oc1=O	-46	2	-14	15	-5	6	-4	7	-29	-20	3
O=C(NNC(=O)c1ccc([N+](=O)[O-])cc1)c1ccc(F)cc1	17	-2	-30	-5	-6	13	6	-3	-5	-4	-14
COc1ccc(NC(=O)c2c3c(nc4ccccc24)CCC3)cc1	-7	5	-13	-14	1	-33	9	-5	8	-5	1
CCOC(=O)c1cccc(C(=O)Nc2nc3ccc(OC)cc3s2)n1	-23	11	-27	5	11	82*	-13	-14	-15	20	-5

Taken from above:
For TROY signal inh, O=C(NNC(=O)c1ccc([N+](=O)[O-])cc1)c1ccc(F)cc1 shows -5
For NCOA2 inhibitor, COc1ccc2nc(Cl)c(C3CC(c4ccco4)=NN3C(=O)CCC(=O)O)cc2c1 (stereo not drawn) shows -17

(listing goes on)
SMILES	NCOA3 inh	LMP1 NFkB inh	LRH-1 inv ag	NR2F2 inh	Vif imaging	TRAIL sens C8	SRC1 inh	TLR9-MyD88 inh	TROY signal inh	NCOA2 inhibitor	NOD2 RIPK2 PPI
O=C(Cn1c(=O)n(Cc2ccccc2)c(=O)c2ccccc21)NCc1ccco1	-4	2	-12	-23	-1	0	-6	0	10	17	3
Cc1ccc(C(C(=O)Nc2ccc(C(C)C)cc2)N(C)C(=O)c2ccc(=O)[nH]c2)cc1 (stereo not drawn)	1	-8	-3	3	-2	-3	-10	14	-24	0	5
COc1ccc(C(=O)OCC(=O)NC(=O)NC2CCCC2)c(O)c1	13	-1	5	18	7	-17	-1	3	-7	-33	4
CCCCCCCCCCCCN1[C@@H](CC(=O)OC)c2cc(F)ccc2S1(=O)=O	15	-1	19	-16	6	-1	8	5	-16	2	2
O=C(O)c1ccc(CSc2nnc(SCc3ccccc3)s2)cc1	-5	-3	-10	8	5	-5	3	2	-9	15	-1
Oc1ccc(C2=NNC(c3ccc(O)cc3)=NN2)cc1	-3	-1	22	-1	-16	6	-4	7	-6	17	-7
COC(=O)c1c(N)sc(C(=O)NCCc2ccccc2)c1C	16	67*	-15	26	-5	75*	14	-1	76*	44	5
O=C(/C=C/c1ccc(Cl)cc1)Nc1ccc(S(=O)(=O)Nc2ncccn2)cc1	-5	1	-10	0	4	-3	-7	10	-14	9	3
CC(=O)NCCn1ccc2ccccc21	4	-2	13	9	.	-16	2	3	3	5	-7
O=S(=O)(c1ccccc1)c1ccc(NCc2ccco2)cc1	10	-9	-21	4	-1	-10	-15	-13	-15	-2	9
C=CCn1c(COc2ccc(F)cc2)nnc1SCC(=O)N1CC(=O)Nc2ccccc21	6	-2	-6	-11	7	-9	11	8	3	5	-3
COc1ccc(OC)c(NC(=O)CCN2CCCCCC2)c1	-25	-4	-3	-5	8	-18	3	-3	-2	-27	2
Cc1ccccc1-n1nnnc1SC(C)C(=O)NC1CCCc2ccccc21 (stereo not drawn)	20	-21	12	-15	-6	7	12	-3	-6	-1	-9
COc1ccc(Cn2c(O)c(/C=C3/C=CC=N3)c(=O)[nH]c2=O)cc1	18	-2	1	-11	0	21	-8	-7	7	2	-5
Cc1ccc(NC(=S)NNC(=O)c2ccccc2OC(F)F)cc1	-12	-7	0	-18	8	-3	-25	-7	-5	5	-6
CCOc1ccccc1C1c2[nH]c3ccccc3c2C[C@H]2C(=O)N(C3CC3)CC(=O)N12 (stereo partly drawn)	4	3	11	16	-3	-30	4	-24	-21	5	6
Cc1cc(NC(=O)c2cnn3c(C(F)F)cc(-c4ccccc4)nc23)no1	-15	5	14	2	-2	-9	-7	-13	18	2	-6
O=C(NC(=S)Nc1ccccc1)c1ccc(-c2ccccc2)cc1	-29	-3	-43	-21	3	-10	-22	-7	-9	-68	10
CCn1c(O)c(N=N)c2ccccc21	17	1	-17	-23	11	-1	0	-3	7	-9	-12
Cc1ccc(S(=O)(=O)N2CCN(c3ncnc4sccc34)CC2)cc1C	0	18	27	43*	-21	46	33	5	16	21	-2
Cc1ccccc1OCC(=O)Nc1nc2ccccc2[nH]1	-8	-4	-20	-1	2	-2	-5	-2	-35	-17	-6
CCCCn1c(N)c(N(CC(C)C)C(=O)CN(C)Cc2cccc(OC)c2)c(=O)[nH]c1=O	-3	11	14	-2	8	11	6	-1	16	1	-8
Cc1ccc(S(=O)(=O)N2CCN(CC(=O)NC(C)c3ccccc3)CC2)cc1 (stereo not drawn)	0	0	-7	11	19	-6	-12	-4	4	-8	-3
CC1(OC(=O)CCc2ccccc2)C(=O)C=C2C=C(c3ccc(C#N)cc3)N(CCc3ccccn3)C=C2C1=O (stereo not drawn)	-17	-7	2	-13	-3	-13	-3	3	-8	-17	-5
O=C(c1cccc2ccccc12)C1CCCN(C(=O)CCN2CCCO2)C1 (stereo not drawn)	17	1	-5	18	-5	0	-66	0	4	5	1
O=C(c1ccc(Cn2cc(Cl)c([N+](=O)[O-])n2)cc1)N1CCN(Cc2ccccc2)CC1	0	-1	23	-8	4	-8	-4	1	-10	7	5
